Screening results as filed in PubChem BioAssay.
TCR activator = activates T cell receptor signaling; primary human leukocytes, anti-CD3, IL-2 HTRF, 48 h; AID 504894; 330,000 tested, under 10 active; Potency, µM (doses to about 9.22 µM), without a hit: at the highest dose activation of IL-2 secretion, usual class: activators; further: % of control where 0% means no effect
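IL-2 release read by HTRF sandwich (Eu cryptate donor, d2 acceptor, 665 nm emission) after 48 hr exposure of primary human leukocytes to compound together with anti-CD3 beads in the absence of co-stimulatory signals.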
Tb PFK inh = inhibitors of T. brucei phosphofructokinase | T. brucei PFK, ADP-Glo luminescence | Potency, µM (doses to about 57.5 µM), without a hit: at the highest dose activity, negative = inhibition, hits mostly inhibitors | 330,000 tested, 0.17% active | AID 485367;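 further: potency means the concentration at half of the fitted maximal effect; 0% = uninhibited 1x PFK enzyme wells and -100% = no-enzyme wells; nearly all actives have a fitted effect of over 60% in size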
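Compounds were pin-transferred as a titration series up to 57 uM into substrate buffer (0.5 mM F6P, 0.1 mM ATP, pH 8.0), then 1.25 nM PFK was added and reactions ran 45 min before ADP-Glo detection.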
Mito fusion act = mitochondrial division inhibition or fusion activation; S. cerevisiae fusion-defective mutant growth rescue, CellTiterGlo 48 h; Potency, µM (highest dose often 46.1 µM), for the others: at the top dose growth rescue (activation), usual class: activators; 320,000 tested, 0.23% active;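 further: potency means the concentration at half of the fitted maximal effect; % of control where 0% means no effect; nearly all actives have a fitted effect of over 45% in size; temperature-sensitive fusion mutants such as fzo1-1 at 37 °C on non-fermentable ethanol glycerol medium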
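Read-out: ATP-based luminescence (CellTiterGlo, 10 min ambient) reporting growth of fusion-defective ts yeast after 48 hours at 37C on glycerol/ethanol YPEG medium in the presence of compound.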
ELG1 repair inh = inhibitors of ELG1-dependent DNA repair in HEK293T cells. HEK293T ELG1-luciferase reporter, luminescence, 16 h; DNA damage induced by 5-fluorouridine. Potency, µM (titrated, usually from 46.1 µM), without a hit: at the highest dose activity change, negative = inhibition, hits mostly inhibitors. 330,000 tested, 2.3% active. AID 504467; further: potency means the concentration at half of the fitted maximal effect; on the % scale 0 is the no-effect control and ±100 the full control effect; nearly all actives have a fitted effect of over 55% in size
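Step one: seed 2,000 cells per well. Step two: pin-transfer compound or DMSO alongside 5-fluorouridine. Step three: incubate 16 hr, 37 °C, 5% CO2. Step four: add ONE-Glo, wait 30 min, read luminescence.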
PTAP TSG101 blk = blocks PTAP/TSG101 interaction to inhibit HIV-1 budding | Potency, µM (titrated, usually from 115 µM), for the others: at the highest dose activity change, negative = inhibition, most hits filed as inhibitors | 340,000 tested, under 10 active | Fluorescence polarization, FITC-PTAP peptide / Tsg101 binding; active means well fitted inhibition curve with a large enough effect in the main read-out, with a control signal flat, not every such curve was filed as active; inconclusive means small, poorly fitted or top-dose-only effect, or effect the other way, or a change in a side signal; inactive means no such curve, though single readings can be large or run the other way; further: potency means the concentration at half of the fitted maximal effect; % of control where 0% means no effect
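Fluorescence anisotropy tracks displacement of a FITC-tagged PTAP peptide (50 nM) from the Tsg101 binding domain (10 uM), following a 20 min room-temperature incubation at pH 7.5.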
Chronic BCR inh = inhibitors of chronic active B-cell receptor signaling | ABC-DLBCL IkBa-CBG/CBR reporter, luminescence ratio, 4 h | Potency, µM (top dose mostly 46.1 µM), without a hit: at the top dose ratio change, negative = lower green/red ratio, most hits filed as inhibitors | 340,000 tested, 0.05% active; active means well fitted inhibition curve with a large enough effect in the signal ratio, with a control signal flat, not every such curve was filed as active; inconclusive means small, poorly fitted or top-dose-only effect, or effect the other way, or a change in a side signal; the % refers to the signal ratio;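 further: potency means the concentration at half of the fitted maximal effect; plate controls were basal doxycycline-induced cells for no effect and cells given 10 µM MG132 for full effect; MG132 reads +100%, hits lower the ratio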
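Cell line TMD8 (human ABC DLBCL), stably expressing tet-inducible CBG68-IkBa fusion and CBR; IMDM/0.5% FBS; cpd up to 46 uM; dox induction, 4 h, 37C/5% CO2; dual luminescence; green/red ratio; MG132 control.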
TSHR antagonist = antagonists of human thyroid stimulating hormone receptor; P16473; TSHR-expressing cells, TSH-stimulated cAMP HTRF, 2 h; stronger effect = lower value; activity change, negative = inhibition, % at 11.5 µM; 330,000 tested, 0.2% active;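 active means activity change below a set negative limit, meaning inhibition stronger than a set level, cut at about -70% in these data; inconclusive means activity change between two set negative limits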; further: on the % scale 0 is the no-effect control and ±100 the full control effect
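Read-out is FRET at 665 nm (cryptate excitation 337 nm) from a cryptate-tagged anti-cAMP antibody, competed by cell cAMP against cAMP-d2. Compounds are tested on freshly harvested TSHR cells challenged with 4nM TSH (EC80) for 2 hours at 37 deg C.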
Eya2 inh = blocks the phosphatase activity of human Eya2 | O00167 | recombinant Eya2, OMFP fluorescence dephosphorylation (OMFP is methylfluorescein phosphate) | Potency, µM (doses to about 76.9 µM), for inactives: top-dose activity, negative = inhibition, hits mostly inhibitors | 330,000 tested, 0.006% active; further: potency means the concentration at half of the fitted maximal effect; on the % scale 0 is the no-effect control and ±100 the full control effect
Target sequence (O00167 whole entry, looked up): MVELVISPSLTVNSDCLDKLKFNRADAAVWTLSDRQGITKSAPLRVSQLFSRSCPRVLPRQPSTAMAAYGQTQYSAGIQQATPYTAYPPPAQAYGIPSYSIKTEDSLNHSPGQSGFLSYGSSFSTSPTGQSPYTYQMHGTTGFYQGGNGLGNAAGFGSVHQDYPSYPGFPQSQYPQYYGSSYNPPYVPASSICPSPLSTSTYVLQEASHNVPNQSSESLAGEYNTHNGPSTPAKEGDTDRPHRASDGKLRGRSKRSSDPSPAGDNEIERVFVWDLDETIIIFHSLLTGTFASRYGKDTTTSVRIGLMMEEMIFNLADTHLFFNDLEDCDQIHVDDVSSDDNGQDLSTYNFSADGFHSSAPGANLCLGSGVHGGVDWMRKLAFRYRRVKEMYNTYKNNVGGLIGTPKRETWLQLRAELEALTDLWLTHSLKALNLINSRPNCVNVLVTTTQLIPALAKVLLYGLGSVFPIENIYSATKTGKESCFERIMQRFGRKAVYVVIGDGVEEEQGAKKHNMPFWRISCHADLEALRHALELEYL
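Eya2 protein (added as 0.2 uM solution) was preincubated with compound for 10 min at ambient temperature in 50 mM HEPES pH 7.5, 50 mM NaCl, 5 uM MgCl2, 0.05% BSA, 1 mM DTT. OMFP (added at 50 uM) then reacted 10 min; fluorescence read at 485/525 nm.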
uPA generation = inhibitors of cell surface uPA generation; AID 540303; cell surface uPA generation assay, qHTS; 330,000 tested, 0.31% active; Potency, µM (highest dose often 38.3 µM), inactives show at the top dose activity change, negative = inhibition, hits mostly inhibitors; active means well fitted inhibition curve with a large enough effect; inconclusive means small, poorly fitted or top-dose-only effect; inactive means no such curve, though single readings can be large or run the other way; tested in mouse RAW 264.7 cells; further: potency means the concentration at half of the fitted maximal effect; on the % scale 0 is the no-effect control and ±100 the full control effect; nearly all actives have a fitted effect of over 55% in size
USP2a inh = USP2a (human) protease inhibition; O75604; USP2 core, Ub-CHOP2 coupled fluorogenic reporter, 485/531; Potency, µM (titrated, usually from 38.3 µM), for the others: top-dose activity change, negative = inhibition, actives largely listed as inhibitors; 330,000 tested, 0.01% active; AID 463254;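 further: potency means the concentration at half of the fitted maximal effect; plate controls were DMSO wells for no effect and full inhibition by NEM control for full effect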
Target sequence (O75604 whole entry, looked up): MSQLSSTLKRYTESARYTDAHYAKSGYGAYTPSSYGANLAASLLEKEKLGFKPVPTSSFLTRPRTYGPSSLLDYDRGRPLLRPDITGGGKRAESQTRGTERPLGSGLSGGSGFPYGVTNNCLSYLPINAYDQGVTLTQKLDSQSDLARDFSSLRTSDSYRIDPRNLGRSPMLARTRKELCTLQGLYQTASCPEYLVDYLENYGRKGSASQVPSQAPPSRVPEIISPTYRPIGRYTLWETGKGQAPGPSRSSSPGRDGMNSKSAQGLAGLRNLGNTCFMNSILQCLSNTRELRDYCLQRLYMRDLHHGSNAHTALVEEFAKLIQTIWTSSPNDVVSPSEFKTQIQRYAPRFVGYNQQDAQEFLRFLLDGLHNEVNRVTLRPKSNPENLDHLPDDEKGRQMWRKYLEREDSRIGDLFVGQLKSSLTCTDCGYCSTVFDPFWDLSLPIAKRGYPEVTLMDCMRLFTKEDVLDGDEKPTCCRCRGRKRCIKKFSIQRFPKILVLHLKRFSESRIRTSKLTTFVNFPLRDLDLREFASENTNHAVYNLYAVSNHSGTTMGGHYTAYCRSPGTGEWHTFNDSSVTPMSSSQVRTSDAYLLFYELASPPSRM
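Cell-free coupled assay: 10nM USP2 core preincubated 30min RT with compound in Tris-HCl pH 8.0/CaCl2/CHAPS buffer, then 25nM Ub-CHOP2 and 25nM reporter substrate; fluorescence (Ex 485/Em 531) read after 60min RT, normalized to NEM inhibition, concentration-response curves fitted.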
B2AR arrestin = agonists driving beta-arrestin recruitment to human beta2-adrenergic receptor | P07550 | beta-arrestin recruitment to beta2AR, cell-based reporter | Potency, µM (top dose mostly 46.1 µM), for the others: top-dose activation, actives largely listed as activators | 330,000 tested, 0.02% active | AID 492947;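 further: potency means the concentration at half of the fitted maximal effect; 0% = DMSO controls and full agonism = EC100 isoproterenol or metaproterenol; nearly all actives have a fitted effect of over 65% in size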
An asterisk follows results filed as active; [ ] = remark or other dose. Unless noted, the call rests on the fitted dose curve; in most records, active means well fitted curve in the direction sought with a large enough effect; inconclusive means small, poorly fitted or top-dose-only effect, or another doubt; inactive means no such curve, though single readings can be large; an effect the other way counts as inactive or inconclusive. Not a hit list. About 3% of those tested had a hit in this group.

Screening CC(C)CC(=O)N1CCC(N(CCc2ccccc2)Cc2ccccc2)CC1 returned TCR activator 4%, Tb PFK inh 0%, Mito fusion act 3%, ELG1 repair inh -30%, PTAP TSG101 blk -2%, Chronic BCR inh 2%, TSHR antagonist 9, Eya2 inh 0%, uPA generation -6%, USP2a inh 2% and B2AR arrestin -0.6%.
Cc1cc(C(=O)NN=Cc2c(C)[nH]c3ccccc23)c(C)o1 was read as TCR activator 3%, Tb PFK inh 0%, ELG1 repair inh 13%, PTAP TSG101 blk -1%, Chronic BCR inh inconclusive, TSHR antagonist -12, Eya2 inh -20%, uPA generation 7%, USP2a inh 1% and B2AR arrestin -0.6%.
COc1cc(-c2nnc(SCC(=O)N3CCOCC3)o2)cc(OC)c1OC was read as TCR activator -10%, Tb PFK inh -1%, Mito fusion act -6%, ELG1 repair inh 18%, PTAP TSG101 blk -4%, Chronic BCR inh -5%, TSHR antagonist -2, Eya2 inh inconclusive, uPA generation -14%, USP2a inh 4% and B2AR arrestin -0.1%.
Screening CCN(CC(=O)Nc1ccc2c(c1)OCCO2)c1ccc(S(=O)(=O)N2CCOCC2)cn1 returned TCR activator 3%, Tb PFK inh 1%, Mito fusion act 0%, ELG1 repair inh 8%, PTAP TSG101 blk -1%, Chronic BCR inh 1%, TSHR antagonist 13, Eya2 inh 12%, uPA generation 2%, USP2a inh 0% and B2AR arrestin 0.1%.
For O=C(Nc1ccccc1F)c1ccc(OCc2ccccc2)cc1 the results were TCR activator 2%[46.1 µM], Tb PFK inh 7%, Mito fusion act 9%, ELG1 repair inh inconclusive, PTAP TSG101 blk -2%, Chronic BCR inh -14%, TSHR antagonist -4, Eya2 inh 1%, uPA generation 5%, USP2a inh 0% and B2AR arrestin -0.5%.
Screening Cc1cccc2cc(COC(=O)COc3ccccc3)c(=O)[nH]c12 returned TCR activator -6%, Tb PFK inh -2%, Mito fusion act -1%, ELG1 repair inh 7%, PTAP TSG101 blk -1%, Chronic BCR inh inconclusive, Eya2 inh 4%, uPA generation -2%, USP2a inh 2% and B2AR arrestin 0.4%.
For O=C(CCl)NN=C(c1ccccc1)c1ccccc1 the results were TCR activator -9%, Tb PFK inh -2%, Mito fusion act 2%, ELG1 repair inh 0%, PTAP TSG101 blk 2%, Chronic BCR inh -2%, TSHR antagonist 0, Eya2 inh -4%, uPA generation 3%, USP2a inh 2% and B2AR arrestin 0.3%.
Screening O=C(O)c1c2c(nc3ccccc13)-c1ccccc1CC2 returned TCR activator -3%, Tb PFK inh 1%, Mito fusion act 0%, ELG1 repair inh 11%, PTAP TSG101 blk -3%, Chronic BCR inh -15%, TSHR antagonist -7, Eya2 inh 16%, uPA generation -4%, USP2a inh 1% and B2AR arrestin 3.3%.
`Cc1nn(C)c(C)c1C1C(C#N)=C(N)Oc2n[nH]c(C)c21` (configuration not stated) gave TCR activator -4%[46.1 µM], Tb PFK inh 0%, Mito fusion act -1%, ELG1 repair inh 3%, PTAP TSG101 blk -5%, Chronic BCR inh -6%, TSHR antagonist 16, Eya2 inh 7%, uPA generation -1%, USP2a inh 7% and B2AR arrestin 0.0%.
Screening O=C(NC(=S)Nc1ccc(S(=O)(=O)Nc2ncccn2)cc1)c1ccc(Br)cc1 returned TCR activator 11%, Tb PFK inh 2%, Mito fusion act 5%, ELG1 repair inh -3%, PTAP TSG101 blk -8%, Chronic BCR inh -2%, TSHR antagonist -12, Eya2 inh -1%, uPA generation 4%, USP2a inh 0% and B2AR arrestin -1.2%.
COc1ccc(S(=O)(=O)N2CCC3(CC2)CC(=O)c2ccccc2O3)cc1OC was read as TCR activator 3%, Tb PFK inh 5%, Mito fusion act -14%, ELG1 repair inh 8%, PTAP TSG101 blk -1%, Chronic BCR inh -5%, TSHR antagonist -1, Eya2 inh -19%, uPA generation -7%, USP2a inh -1% and B2AR arrestin -0.6%.
For O=C(NC1CCCCCCC1)c1cccs1 the results were TCR activator -4%, Tb PFK inh 2%, Mito fusion act 5%, ELG1 repair inh inconclusive, PTAP TSG101 blk -5%, Chronic BCR inh -14%, TSHR antagonist -7, Eya2 inh -4%, uPA generation 5%, USP2a inh -2% and B2AR arrestin -0.2%.
For c1ccc(Oc2ccc(-c3ccnc4nc(N5CCN(c6ccccc6)CC5)nn34)cc2)cc1 the results were TCR activator -3%, Tb PFK inh 0%, Mito fusion act 8%, ELG1 repair inh inconclusive, PTAP TSG101 blk -4%, Chronic BCR inh -4%, TSHR antagonist 4, Eya2 inh 23%, uPA generation -6%, USP2a inh 1% and B2AR arrestin -0.1%.
For CCN(CC(=O)NCc1ccc(F)cc1)C(=O)COc1ccc2ccccc2c1 the results were TCR activator -2%[46.1 µM], Tb PFK inh 4%, Mito fusion act 3%, ELG1 repair inh 0%, PTAP TSG101 blk -1%, Chronic BCR inh inconclusive, TSHR antagonist 0, Eya2 inh -4%, uPA generation -2%, USP2a inh 0% and B2AR arrestin 2.9%.
`COC(=O)Nc1ccc(S(=O)(=O)Nc2ccc(C)cc2)cc1` gave Tb PFK inh 1%, Mito fusion act 1%, ELG1 repair inh -4%, Chronic BCR inh inconclusive, TSHR antagonist -13, Eya2 inh 5%, USP2a inh 4% and B2AR arrestin -0.7%.
For CCCOC(=O)c1c(NC(=O)/C=C/c2cnn(C)c2C)sc(C(=O)OC)c1C the results were Tb PFK inh -10%, Mito fusion act -6%, ELG1 repair inh inconclusive, Chronic BCR inh -3%, TSHR antagonist -2, Eya2 inh -9%, uPA generation 16%, USP2a inh 4% and B2AR arrestin -0.2%.
Screening CSc1nc2cc(Cl)ccc2s1 returned TCR activator 1%, Tb PFK inh 4%, Mito fusion act -3%, ELG1 repair inh -5%, PTAP TSG101 blk -4%, Chronic BCR inh 2%, TSHR antagonist -1, Eya2 inh -14%, uPA generation 2%, USP2a inh 6% and B2AR arrestin -0.2%.
Screening CNC(=O)c1[nH]cnc1C(=O)Nc1ccc(F)cc1 returned TCR activator 3%, Tb PFK inh 0%, Mito fusion act 6%, ELG1 repair inh 27%, PTAP TSG101 blk -7%, Chronic BCR inh inconclusive, TSHR antagonist -5, Eya2 inh 7%, uPA generation -20%, USP2a inh 1% and B2AR arrestin -0.4%.
Screening Cc1cccc(-n2c(SCC(=O)NCc3ccco3)nnc2-c2ccco2)c1 returned TCR activator 2%, Tb PFK inh 4%, Mito fusion act -1%, ELG1 repair inh -4%, PTAP TSG101 blk 0%, Chronic BCR inh -1%, TSHR antagonist 3, Eya2 inh -15%, uPA generation -4%, USP2a inh 3% and B2AR arrestin 1.7%.
N#Cc1c(NC(=O)c2ccc(-c3ccccc3[N+](=O)[O-])o2)sc2c1CCCC2 was read as TCR activator -2%, Tb PFK inh -4%, Mito fusion act 3%, ELG1 repair inh inconclusive, PTAP TSG101 blk -4%, Chronic BCR inh 3%, TSHR antagonist -11, Eya2 inh -12%, uPA generation -1%, USP2a inh 0% and B2AR arrestin -0.7%.
For O=C(NCc1ccccc1)C(Cc1ccccc1)N1C(=O)C2C3CCC(C3)C2C1=O (configuration not stated) the results were TCR activator 9%, Tb PFK inh 2%, Mito fusion act 0%, ELG1 repair inh 6%, PTAP TSG101 blk 2%, Chronic BCR inh inconclusive, TSHR antagonist 47, Eya2 inh -16%, uPA generation -1%, USP2a inh -1% and B2AR arrestin -0.7%.
For CC(C)CNc1cc(Cl)c(S(=O)(=O)NCC(C)C)cc1C(=O)O the results were TCR activator -3%, Tb PFK inh -7%, Mito fusion act -3%, ELG1 repair inh -1%, PTAP TSG101 blk -9%, Chronic BCR inh 6%, TSHR antagonist -9, Eya2 inh 11%, uPA generation -1%, USP2a inh -1% and B2AR arrestin -0.9%.
Screening CN1CCc2c(sc(NC(=O)c3cc(Cl)sc3Cl)c2C(N)=O)C1 returned TCR activator 1%, Tb PFK inh 0%, Mito fusion act -7%, ELG1 repair inh 10%, PTAP TSG101 blk -3%, Chronic BCR inh inconclusive, TSHR antagonist 6, Eya2 inh -9%, uPA generation -13%, USP2a inh -1% and B2AR arrestin -1.0%.
Cc1cc(NC(=O)CSc2nccn2C)n(-c2ccccc2)n1 was read as TCR activator -7%, Tb PFK inh -1%, Mito fusion act -3%, ELG1 repair inh 16%, PTAP TSG101 blk 0%, Chronic BCR inh 1%, TSHR antagonist 10, Eya2 inh -6%, uPA generation 5%, USP2a inh 1% and B2AR arrestin 6.3%.
